ANO1 activ = mouse TMEM16A channel activation, primary screen | Q8BHY3 | HEK293 TMEM16A/YFP-H148Q/I152L, iodide quench fluorescence; hits give low values | B-score at 10 µM | hit rate 0.3% among 340,000;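 active means fluorescence-ratio B-score plate-corrected deviation score at least 3 library SD below zero, with starting fluorescence score within 5 deviations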;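 further: channel opened by trigger with iodide after compound preincubation; score built on the fluorescence ratio of max minus min over baseline; more negative score means more quench and so TMEM16A activation or potentiation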
KCNK9 inh = human KCNK9 channel inhibition. HEK293 KCNK9, FluxOR thallium flux fluorescence; hits give low values. B-score at 10 µM. hit rate 1.2% among 310,000;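 active means ratio B-score over 3 SD below the library mean, with starting fluorescence within 5 SD of its mean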;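 further: negative B-score means less thallium flux so channel inhibition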
KCNQ1 pot = potentiates or activates the human KCNQ1 potassium channel | hit rate 0.35% among 310,000 | CHO-K1 KCNQ1, thallium flux FluxOR fluorescence; hits give high values | B-score at 10 µM | P51787;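 active means fluorescence ratio B-score, a plate-corrected score, at least three library SD, with initial intensity B-score within 5 SD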
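assay system = KCNQ1-transfected CHO-K1 cells | medium = assay buffer with matched DMSO | probe or stimulus = depolarizing K+/Tl+ stimulus, K2SO4 and Tl2SO4 each 12.5 mM in 5x stock | dosing = single dose | incubation = dye 90 min, compound 20 min, room temperature | detection = kinetic FluxOR fluorescence, 10 s baseline plus 110 s post-stimulus | evaluation = ratio B score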
TRPC4 act = activators of mouse TRPC4 channel | B-score at 10 µM | HEK293 TRPC4beta/mu-opioid, Fluo4 calcium fluorescence; hits give high values | AID 2237 | Q9QUQ5 | hit rate 0.49% among 310,000;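 active means B-score above 5 SD of library B-scores, and initial fluorescence ratio not above library mean plus 5 SD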;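 further: positive B-score marks a calcium rise read as TRPC4 activation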
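Incubation: 45 min room-temperature Fluo4 loading, 110 s read / System: HEK293 cells stably co-expressing mouse TRPC4beta and mu-opioid receptor / Signal: Fluo4 fluorescence, kinetic / Control set: buffer (low) and maximal DAMGO (high) / Measure: integrated baseline-normalised fluorescence ratio, converted to per-well B score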
hERG protect = shields human hERG channel from block by proarrhythmic agents | Q12809 | activation (rescue from dofetilide block), less the hit threshold, % at 10 µM | hit rate 0.51% among 310,000 | CHO-hERG, FluxOR thallium flux, dofetilide IC70 present;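 active means activation above the mean of controls blocked by dofetilide plus 5 SD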;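 further: thallium influx through hERG after potassium depolarization seen as dye fluorescence rise; in these data hits start at about 4.7%; inactives centre near -7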
HDAC3 inh = blocks human histone deacetylase 3. recombinant HDAC3, fluorogenic peptide/trypsin coupled, fluorescence. hit rate 0.15% among 320,000. inhibition, % at 8.3 µM. O15379; in the data active means inhibition above about 26%, passing the limit was not always enough
Target sequence (O15379 whole entry, looked up): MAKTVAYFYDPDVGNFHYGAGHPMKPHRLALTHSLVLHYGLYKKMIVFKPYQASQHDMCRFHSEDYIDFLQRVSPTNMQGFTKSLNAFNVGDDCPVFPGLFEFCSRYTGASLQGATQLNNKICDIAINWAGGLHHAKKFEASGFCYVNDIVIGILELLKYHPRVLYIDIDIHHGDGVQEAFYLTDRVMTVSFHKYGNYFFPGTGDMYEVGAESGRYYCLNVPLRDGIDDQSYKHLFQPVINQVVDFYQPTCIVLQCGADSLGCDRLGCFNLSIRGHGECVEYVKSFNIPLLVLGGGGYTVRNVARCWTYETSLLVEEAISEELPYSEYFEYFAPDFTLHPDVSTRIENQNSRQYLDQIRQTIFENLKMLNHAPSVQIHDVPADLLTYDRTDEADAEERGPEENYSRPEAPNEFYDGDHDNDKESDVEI
KCNK3 inh = human KCNK3 channel inhibition, primary screen | CHO-KCNK3 thallium flux, FluxOR fluorescence; hits give low values | AID 602410 | O14649 | B-score at 10 µM | hit rate 0.84% among 340,000;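 active means B-score under library mean minus 4 SD, starting fluorescence ratio at most library mean plus 5 SD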;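 further: more negative B-score means stronger inhibition of thallium flux through KCNK3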
Target sequence (O14649 whole entry, looked up): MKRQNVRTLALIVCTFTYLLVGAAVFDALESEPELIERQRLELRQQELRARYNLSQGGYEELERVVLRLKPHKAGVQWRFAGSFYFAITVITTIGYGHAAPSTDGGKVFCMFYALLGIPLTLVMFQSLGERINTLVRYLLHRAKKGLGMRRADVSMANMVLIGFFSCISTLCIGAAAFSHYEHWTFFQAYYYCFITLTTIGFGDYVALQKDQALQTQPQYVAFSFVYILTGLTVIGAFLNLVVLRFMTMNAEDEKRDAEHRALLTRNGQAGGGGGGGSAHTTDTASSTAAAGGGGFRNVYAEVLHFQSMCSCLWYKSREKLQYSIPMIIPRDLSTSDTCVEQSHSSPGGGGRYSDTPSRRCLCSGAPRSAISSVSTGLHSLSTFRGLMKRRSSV
DYRK1A inh = Dyrk1A (rat) kinase inhibition; Q63470; ADP-Glo luminescence, NFATc1 peptide; inhibition, % at 12.5 µM; hit rate 0.43% among 310,000; AID 504441; in the data active means inhibition above about 50%;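 further: plate controls were vehicle with enzyme for no effect and no enzyme for full effect; many of its hits are not listed in these tables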
TRPC4 PAM = TRPC4 (mouse) allosteric potentiation | Q9QUQ5 | HEK293 TRPC4beta/mu-opioid, DAMGO EC20, Fluo-4 Ca2+ flux; hits give high values | B-score at 10 µM | hit rate 0.42% among 310,000;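 active means B-score of calcium response area above 5 SD of library B-scores, with initial fluorescence ratio within 5 SD of library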;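 further: B-score of integrated fluorescence ratio over time as area under calcium response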
TMEM16A inh = inhibitors of mouse TMEM16A calcium-activated chloride channel. Q8BHY3. normalized B-score (activity score, 25-100; higher = stronger inhibition) at 10 µM. hit rate 1.2% among 310,000. HEK293 TMEM16A/YFP iodide influx fluorescence, ionomycin;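 active means ratio plate-corrected score three or more library SD toward inhibition, starting fluorescence score within five deviations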;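 further: score derived from kinetic fluorescence span divided by baseline fluorescence per well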
KCNQ1 inh = blocks the human KCNQ1 potassium channel; CHO-K1 KCNQ1, FluxOR thallium flux fluorescence; hits give high values; B-score at 10 µM; hit rate 1.3% among 310,000; AID 2642;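 active means compounds whose thallium flux B-score, printed positive for inhibition, exceeds three library SD while starting fluorescence stays within three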;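 further: channel opened by potassium depolarization with thallium stimulus after 20 min compound exposure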
The depositor's hits bear a star; i = inactive; . = not tested or not shown. An excerpt. The share of hits here may be higher or lower than overall.

Below each SMILES: ANO1 activ	KCNK9 inh	KCNQ1 pot	TRPC4 act	hERG protect	HDAC3 inh	KCNK3 inh	DYRK1A inh	TRPC4 PAM	TMEM16A inh	KCNQ1 inh
1) Cc1ccc(C(C)C)c(OCC(O)CN2CCN(CCO)CC2)c1 (configuration not stated)
  i	i	i	i	-6.7	-0.3	i	15.5	i	i	i
2) COc1ccc(N2CCN(C3CCCN(Cc4ccc(F)c(F)c4)C3)CC2)cc1 (configuration not stated)
  i	i	i	i	-8.2	4.2	i	-1.3	i	i	i
3) CC(C)(C)C(=O)Nc1ccnn1C1CCN(C(=O)c2ccc(Cl)cc2F)CC1
  i	i	i	i	-5.9	10.2	i	-3.2	i	i	i
4) CCCS/C(N)=N/N=C/c1cc(C)ccc1O
  i	i	i	i	-3.8	8.7	i	3.6	i	i	i
5) Nc1c(N(CCC2=CCCCC2)C(=O)c2ccc([N+](=O)[O-])o2)c(=O)[nH]c(=O)n1Cc1ccccc1
  i	i	i	i	-9.7	1.1	i	-4.1	i	i	i
6) Cc1ccc(Cl)cc1NC(=S)Nn1cnnc1
  i	i	i	i	-10.4	-3.9	i	-3.8	i	i	i
7) COc1ccc(-c2cc(C(=O)N/N=C(\C)c3cccnc3)c3cc(C)ccc3n2)cc1OC
  i	i	i	i	-8.3	12.6	i	0.9	i	i	i
8) NC(=O)CCN1CCN(Cc2nc(C(c3ccccc3)c3ccccc3)no2)CC1
  i	i	i	i	-6.0	-4.3	i	-0.6	i	i	i
9) NNc1nc(NCc2ccccc2)nc(N2CCOCC2)n1
  i	i	i	i	-7.7	-0.9	i	1.6	i	i	i
10) Clc1cc(Br)ccc1OCCCn1ccnc1
  i	i	i	i	-4.8	2.1	i	2.7	i	i	i
11) COc1cccc(N2CCN(c3ccc4nnc(CCC(=O)Nc5ncccc5C)n4n3)CC2)c1
  i	i	i	i	-18.5	-2.2	i	-3.9	i	i	i
12) NCCCC[C@H]1CN=C(N)N1CCCCC1CCCCC1
  i	i	i	i	-7.1	1.2	i	11.9	i	i	i
13) CN1CCN(C(=O)/C(=C\c2ccccc2)c2ccccc2)CC1
  i	i	i	i	-3.0	-2.1	i	-5.9	i	i	i
14) CCn1c(CC(=O)Nc2ccccc2F)nnc1SCC(=O)NC1CCCCC1
  i	i	i	i	-3.4	-6.5	i	-6.3	i	i	i
15) Cc1ccc(Cn2cc(S(=O)(=O)c3ccc(C(C)C)cc3)c(=O)c3cc4c(cc32)OCO4)cc1
  i	i	i	i	-1.9	5.1	i	-2.0	i	i	i
16) Cc1cc(C)cc(NC(=O)COC(=O)CN=C2NS(=O)(=O)c3ccccc32)c1
  i	i	i	i	-9.4	8.3	i	-3.1	i	i	i
17) Cc1ccc(-c2nc3ccccc3s2)cc1NC(=S)NC(=O)c1ccccc1
  i	i	i	i	-4.0	-5.6	i	7.6	i	i	i
18) CCOc1ccc(-n2c(-c3ccccc3)c[n+]3c2CCC3)cc1
  i	i	i	i	-25.9	-4.0	i	-3.0	i	i	i
19) CCCNNC(=O)C(O)(c1ccccc1)c1ccccc1
  i	i	i	i	-9.6	.	i	-0.1	i	i	i
20) Cn1c(SCC(=O)N2CCOCC2)nnc1-c1cccc(NC(=O)c2ccccc2)c1
  i	i	i	i	-4.5	0.7	i	9.1	i	i	i
21) CC1(C)CC(NC(=O)N2c3ccccc3Sc3ccccc32)CC(C)(C)N1
  i	i	i	i	-2.6	1.2	i	-4.6	i	i	i
22) C[C@]12CC[C@@H]3c4ccc(O)cc4C(=O)C[C@H]3[C@@H]1CC[C@@H]2O
  i	i	i	i	-10.3	-1.4	i	0.0	i	i	i
23) CCNC(=S)N(Cc1ccco1)Cc1cc2cc3c(cc2[nH]c1=O)OCCO3
  i	i	i	i	-5.0	-3.9	i	-0.6	i	i	i
24) O=C(Nc1nccs1)c1ccc2c(=O)n3c(nc2c1)CCCCC3
  i	i	i	i	-9.2	-4.4	i	0.1	i	i	i
25) CCCCOc1cccc(C(=O)Nc2ccc(NC(=O)c3cccs3)cc2)c1
  i	i	i	i	-5.4	-1.1	i	-2.3	i	i	i
26) CCc1nnc(NC(=O)CSc2nnc(Cc3ccc(OC)cc3)o2)s1
  i	i	i	i	-9.8	-1.4	i	0.0	i	i	i
27) CC(C)(C)C(=O)Nc1cccc(-c2nc3ccccc3c(=O)o2)c1
  i	i	i	i	-1.0	5.9	i	3.3	i	i	i
28) Cc1ccc(C(=O)N/C(=C/c2ccco2)C(=O)OCN2C(=O)c3ccccc3C2=O)cc1
  i	i	i	i	-7.3	7.2	i	0.8	i	i	i
29) CCn1c(SCC(=O)N/N=C/c2ccc(C)s2)nc2ccccc21
  i	i	i	i	-12.1	8.9	i	-5.6	i	i	i
30) O=C(Nc1ccc(F)cc1)C(NC1CCCCC1)c1ccccc1 (configuration not stated)
  i	i	i	i	-4.9	-0.4	i	.	i	i	7*
31) CCn1c(=O)c([N+](=O)[O-])c(NCCCn2ccnc2)c2ccccc21
  i	i	i	i	-5.0	-3.6	i	.	i	i	i
32) Cc1ccc(CNS(=O)(=O)c2ccc3c(c2)OCCO3)cc1
  i	i	i	i	-7.7	0.2	i	5.2	i	i	i
33) Cc1ccc(NC(=O)c2ccco2)cc1NC(=O)CSc1nnc(-c2cccs2)n1C
  i	i	i	i	-13.4	4.2	i	-3.6	i	i	i
34) CC(C)(C)c1ccc(OCC(O)CN(CCO)CC(O)Cn2ccc3ccccc32)cc1 (configuration not stated)
  i	i	i	i	-8.6	1.8	i	-2.7	i	i	i
35) COc1ccc(C2CC(c3ccccc3)=NN2C(=O)COC(=O)c2cc(S(=O)(=O)N3CCOCC3)ccc2F)cc1 (configuration not stated)
  i	i	i	i	-2.9	-8.6	i	-1.9	i	i	i
36) O=C(COc1ccccc1)Nn1c(-c2ccccc2)nc2ccccc2c1=O
  i	i	i	i	-4.0	-5.3	i	-2.8	i	i	i
37) COc1cccc(CNS(=O)(=O)c2ccc3c(c2)C(C)(C)C(=O)N3C)c1
  i	i	i	i	-6.4	1.2	i	-2.9	i	i	i
38) c1ccc(-c2cc3c(-n4cccc4)ncnc3o2)cc1
  i	i	i	i	-2.5	-5.0	i	-20.8	i	i	i
39) O=C(CN(Cc1ccccc1)S(=O)(=O)c1ccc(Br)cc1)NCC1CCCO1 (configuration not stated)
  i	i	i	i	-8.0	1.2	i	1.5	i	i	i
40) O=C(Nc1ccc([N+](=O)[O-])cc1)C(Cc1ccccc1)N1C(=O)c2cccc3cccc(c23)C1=O (configuration not stated)
  i	i	i	i	-15.5	2.7	i	-0.5	i	i	i
41) CCc1c(C)sc(NC(=O)c2cc(C)on2)c1C#N
  i	i	i	i	-8.9	-1.3	i	-0.5	i	i	i
42) CCOP(=O)(OCC)c1nc(-c2ccccc2)oc1N1CCCCC1
  i	i	i	i	-3.6	-138.4	i	-1.1	i	i	i
43) O=C(/C=C/N1CCOCC1)c1coc2ccccc12
  i	i	i	i	-6.3	10.6	i	4.9	i	i	i
44) CCOc1ccc(S(=O)(=O)Nc2cc(C)ccn2)c2ccccc12
  i	i	i	i	-14.5	2.6	i	-5.2	i	i	i
45) O=C(Nc1cccc(C(=O)O)c1)Nc1ccccc1Cl
  i	i	i	i	-9.6	1.2	i	2.7	i	i	i
46) Cc1ccccc1OCCOc1cccc(/C=N/NC(=O)Cc2nnc(N)s2)c1
  i	i	i	i	-11.6	-4.5	i	1.8	i	i	i
47) CC(C)COC(=O)Cc1c(O)c2ccccc2[nH]c1=O
  i	i	i	i	0.0	-8.8	i	-5.7	i	i	i
48) C=CCOc1ccc(-c2n[nH]c(=S)o2)cc1
  i	i	i	i	1.5	-11.9	i	.	i	i	i
49) CCC(=O)Nc1cc(C(=O)NCC2CCCN2CC)c(OC)cc1N(C)C (configuration not stated)
  i	i	i	i	-10.5	9.7	i	-4.7	i	i	i
50) COc1cc(C(=O)NC2CCCCC2)ccc1OC1CCN(C(C)=O)CC1
  i	i	i	i	-2.2	-5.1	i	13.6	i	i	i

New compounds follow:
Below each SMILES: ANO1 activ	KCNK9 inh	KCNQ1 pot	TRPC4 act	hERG protect	HDAC3 inh	KCNK3 inh	DYRK1A inh	TRPC4 PAM	TMEM16A inh	KCNQ1 inh
51) O=C(N=C1SCC(=O)N1c1ccccc1Cl)c1ccccc1
  i	i	i	i	-13.1	.	i	7.2	i	.	i
52) Cc1ccc(N2C(=O)c3ccccc3C2C(=O)c2cc(C)ccc2O)cc1 (configuration not stated)
  i	i	i	i	-9.9	10.9	i	3.0	i	i	i
53) O=C(CSc1nnc(Cc2ccccc2)o1)c1cc(F)ccc1F
  i	i	i	i	-17.4	7.7	i	-10.0	i	i	i
54) COc1ccc(NC(=O)OCC(C)C)cc1OC
  i	i	i	i	-10.2	-1.3	i	-2.0	i	i	i
55) CCc1ccc(-c2cc3c(=O)n(CC(=O)NCCCN4CCN(C)CC4)ncn3n2)cc1
  i	i	i	i	-17.9	1.8	i	2.0	i	i	i
56) O=C(COc1ccc(Cl)cc1Cl)NCCSc1ccc(Cl)cc1
  i	i	i	i	-6.6	8.1	i	4.4	i	i	i
57) Cc1ccc(/C=C/C(=O)NCCc2c[nH]c3ccccc23)o1
  i	i	i	i	-13.8	-4.4	i	.	i	i	i
58) Cc1ccc(C2(C)NC(=O)N(CC(=O)Nc3cc(C)on3)C2=O)cc1 (configuration not stated)
  i	i	i	i	-5.3	-0.1	i	6.6	i	i	i
59) O=c1c2ccccc2c(C=Nc2ccc(Cl)cn2)c(O)n1-c1cc(Cl)ccc1N1CCOCC1
  i	i	i	i	-8.8	-1.0	i	10.8	i	i	i
60) CCC(=O)N1CCN(c2ccc(NC(=O)c3ccc([N+](=O)[O-])o3)cc2Cl)CC1
  i	i	i	i	-5.7	.	i	4.5	i	.	i
61) Cc1cccc(NC(=O)CSc2ccc(-c3cccnc3)nn2)c1
  i	i	i	i	2.6	0.8	i	-3.0	i	i	i
62) O=S(=O)(Nc1ccccn1)c1cccc(S(=O)(=O)c2ccc(Br)cc2)c1
  i	i	i	i	-0.8	0.2	i	-0.5	i	i	i
63) COC(=O)C1=C(C)Nc2ncnn2C1c1cccnc1 (configuration not stated)
  i	i	i	i	-15.2	8.4	i	-0.4	i	i	i
64) COc1ccc(Cl)cc1C(=O)Nc1ccncc1
  i	i	i	i	1.9	0.5	i	14.2	i	i	i
65) COc1ccc(CN2C(=O)CSCC2=O)cc1OC
  i	i	i	i	-5.8	4.9	i	-1.0	i	i	i
